Screening results (PubChem)
DTT redox prof: compounds producing H2O2 with reducing agent – biochemical, NIH compound library profiling, artefact control for MLSCN library redox annotation, primary screen | DTT-dependent redox cycling H2O2, phenol red/HRP absorbance; 100% = 100 µM peroxide control, 0% = buffer | activation, % at 10 µM | hit rate 0.03% among 200,000 | AID 878;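 active = activation of at least 50% relative to the plate's high and low controls in the primary single-dose screen; inactive = activation below 50%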;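 also: compound incubated with DTT at 0.8 mM final as the reducing agent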
S1P3 antagonist: antagonists of human S1P3 receptor; CHO S1P3 NFAT-BLA reporter, FRET fluorescence, antagonist mode; hit rate 0.27% among 170,000; inhibition, % at 4.98 µM; AID 485;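 active = inhibition above the plate cutoff, the mean inhibition of test wells on that plate plus 3 SD, cut at about 28% in these data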;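 also: cells challenged with S1P at its EC80 of 0.8 µM; blue over green emission ratio from cleaved BLA substrate after 4 h stimulation; 0% = S1P-stimulated wells and 100% = unstimulated DMSO-only wells; some compounds past the cut are filed as inactive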
PMI act satM6P: PMI (human) activation, high substrate. P34949. coupled PMI enzyme assay, resazurin fluorescence, 20 min; active compounds read high; 1 = untreated enzyme, 0 = substrate-free blank. activation factor at 20 µM. hit rate 0.34% among 190,000. AID 1216;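 active = activation factor of 2 or more at 20 µM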
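Technique: Diaphorase-driven resazurin-to-resorufin fluorescence, excitation 544, emission 590 nm | Assay system: Human PMI in coupled enzyme assay | Times: Enzyme reaction with compound 20 min at room temperature | Medium: HEPES-buffered pH 7.4 with magnesium and detergent | Reagent: Mannose-6-phosphate 1.0 mM (near-saturating) plus 0.22 mM NADP+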
RAM inhibit: yeast RAM network inhibition. inhibition, % at 50 µM. S. cerevisiae dse1pr::URA3 reporter, 5-FOA growth OD615, 2 d; analog-sensitive cbk1-as2 kinase mutant strain. hit rate 1.8% among 190,000;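 active = inhibition above a set limit, 3 SD over mean compound inhibition, cut at about 8.4% in these data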;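 also: 0% = DMSO-only wells with no growth and 100% = 10 µM 1-NA-PP1 full growth; inhibition rescues growth on 5-FOA so higher OD means more RAM inhibition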
Diaphorase act: diaphorase activation or chemical reduction counter-screen. Diaphorase/resazurin coupled assay, resorufin fluorescence, 16 min; active compounds read high; 1 = vehicle wells, 0 = NADH-free wells. activation factor at 20 µM. hit rate 0.005% among 190,000. AID 1229;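 active = diaphorase activity raised at least twofold by the compound at 20 µM; inactive = activation factor below 2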
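Assay system: Purified diaphorase enzyme from Clostridium kluyveri | Amount: Enzyme 0.07 U/mL final | Dosing: Compound 20 µM once, DMSO 1% | Timing: 16 min reaction at room temperature | Detection: Fluorescence, excitation 544 nm and emission 590 nm | Evaluation: Higher resorufin formation from activation or reduction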
PMI activator: activators of human phosphomannose isomerase; P34949; purified human PMI, coupled resazurin fluorescence, 20 min; active compounds read high; 1 = vehicle control, 0 substrate-free wells; activation factor at 20 µM; hit rate 0.005% among 190,000; AID 1214;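 active = activation factor of 2 or more at 20 µM, relative to plate controls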
Diaph inh CS: diaphorase inhibition or chemical oxidation counter-screen; diaphorase resazurin-to-resorufin fluorescence, NADH, 16 min; bacterial (C. kluyveri) enzyme, not human; inhibition, % at 20 µM; hit rate 0.69% among 190,000;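 active = primary screen inhibition at 20 µM above a set limit, cut at about 50% in these data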;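 also: plate controls were DMSO with full reaction for no effect and wells lacking NADH for full effect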
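Assay system – diaphorase enzyme from Clostridium kluyveri · Amount – diaphorase 0.14 U/mL (working solution) · Times – reaction incubation of 16 min at room temperature · Controls – No-NADH positive control and DMSO neutral control · Signal – resorufin fluorescence 544/590 nm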
Lmaj promast: inhibitors of Leishmania major promastigote growth. Leishmania major promastigotes, resazurin fluorescence viability. inhibition, % at 10 µM. hit rate 9% among 200,000. AID 1063;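 also: promastigotes grown with compound for 44 hours at 28 °C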
TLR4 MyD88 comp: blocks binding of human TLR4 to MyD88. hit rate 0.18% among 200,000. O00206+Q99836. inhibition, % at 8.4 µM. HeLa CL3-4 TLR4/MyD88 BLA complementation, FRET ratio; in the data active = inhibition above about 25%;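 also: 0% = vehicle and 100% = reference inhibitor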
Target sequence (O00206 whole entry, looked up): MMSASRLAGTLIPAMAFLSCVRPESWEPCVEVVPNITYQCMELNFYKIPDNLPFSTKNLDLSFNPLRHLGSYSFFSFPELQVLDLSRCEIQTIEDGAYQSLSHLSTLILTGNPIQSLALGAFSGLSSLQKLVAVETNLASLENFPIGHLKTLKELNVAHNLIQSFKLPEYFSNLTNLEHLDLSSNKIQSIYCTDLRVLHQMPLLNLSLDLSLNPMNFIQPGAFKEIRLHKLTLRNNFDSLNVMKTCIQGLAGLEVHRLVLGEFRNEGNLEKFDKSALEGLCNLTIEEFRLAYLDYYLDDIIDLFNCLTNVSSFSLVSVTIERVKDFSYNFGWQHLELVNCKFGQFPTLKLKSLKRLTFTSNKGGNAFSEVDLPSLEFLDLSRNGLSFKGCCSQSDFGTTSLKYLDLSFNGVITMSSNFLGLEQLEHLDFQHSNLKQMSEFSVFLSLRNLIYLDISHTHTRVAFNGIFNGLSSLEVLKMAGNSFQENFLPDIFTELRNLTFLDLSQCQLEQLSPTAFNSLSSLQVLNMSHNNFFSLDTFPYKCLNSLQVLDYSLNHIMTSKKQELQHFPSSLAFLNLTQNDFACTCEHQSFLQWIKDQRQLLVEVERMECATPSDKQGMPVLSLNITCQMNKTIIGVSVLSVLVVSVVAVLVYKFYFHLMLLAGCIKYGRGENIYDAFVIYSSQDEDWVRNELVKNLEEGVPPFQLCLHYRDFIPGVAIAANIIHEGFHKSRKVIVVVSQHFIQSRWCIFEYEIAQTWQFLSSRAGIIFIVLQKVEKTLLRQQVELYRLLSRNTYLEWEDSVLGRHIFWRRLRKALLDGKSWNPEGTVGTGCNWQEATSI
Target sequence (Q99836 whole entry, looked up): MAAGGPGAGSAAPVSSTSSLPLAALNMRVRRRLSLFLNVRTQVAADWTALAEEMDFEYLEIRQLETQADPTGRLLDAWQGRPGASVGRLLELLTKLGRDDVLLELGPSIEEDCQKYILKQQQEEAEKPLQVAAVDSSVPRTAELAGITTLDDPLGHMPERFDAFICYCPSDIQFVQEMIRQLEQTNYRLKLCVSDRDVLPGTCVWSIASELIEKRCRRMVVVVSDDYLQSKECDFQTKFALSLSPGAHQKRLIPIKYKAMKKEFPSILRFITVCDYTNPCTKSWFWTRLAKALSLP
Hsp70 act: transcriptional activators of Hsp70; AID 1203; HeLa Hsp70 promoter luciferase reporter, luminescence; scaled: vehicle 0, proteasome-inhibitor control 100%; hit rate 0.04% among 200,000; activation, % at 10 µM;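 active = activation above the mean across all tested compounds plus 3 SD, cutoff set per campaign, cut at about 5.5% in these data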;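 also: 100% = MG132 at 30 µM as the positive control and 0% = DMSO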
G6PDH counter: inhibits Leuconostoc G6PDH, flagging false hits in G6PDH-based assays. Purified L. mesenteroides G6PDH, diaphorase/resazurin coupled fluorescence, 45 min. inhibition, % at 5 µM. hit rate 0.12% among 200,000. AID 1020
Active calls of the source: *; x = not tested or not shown. Rule as the data show it, unless noted: active = inhibition above about 50%; inactive = the rest.

molecule	DTT redox prof	S1P3 antagonist	PMI act satM6P	RAM inhibit	Diaphorase act	PMI activator	Diaph inh CS	Lmaj promast	TLR4 MyD88 comp	Hsp70 act	G6PDH counter
O=C(NCCCNc1ccc(C(F)(F)F)cc1[N+](=O)[O-])c1cc(F)c(F)cc1Cl	2.7	x	0.9	6.5	0.9	0.9	10	-5	5	-0.2	8
Cc1nc(SCC(O)CCl)c([N+](=O)[O-])[nH]1 (stereo not drawn)	3.5	x	1.2	1.2	1.1	1.2	-5	-2	5	-0.3	3
CN(CC(=O)NCCc1ccc(S(N)(=O)=O)cc1)c1ccccc1	-2.5	9	1	1.0	0.9	1.1	10	-4	1	-0.3	2
Cc1ccc(C)c(NC(=S)N(Cc2ccco2)C(C)c2cccs2)c1 (stereo not drawn)	0.0	14	1.1	5.8	1	1	0	63*	4	-0.3	4
COCCN1C(=O)c2ccccc2C(C(=O)NCc2ccco2)C1c1c[nH]c2ccccc12 (stereo not drawn)	-0.9	-22	1	2.9	0.9	1	7	2	2	0.5	3
CCc1cc2c(=O)n(CC(=O)NCCc3ccc(OC)c(OC)c3)cnc2s1	-0.6	-11	1	2.9	1	1	0	-6	-19	-0.3	5
O=C(NCCCCCCNC(=O)N1CCCCCC1)N1CCCCCC1	-2.4	x	1	2.7	0.9	1	9	-1	4	-0.3	-4
COc1ccc(-n2nc3c(c2NC(=O)c2cc(Br)ccc2Cl)CS(=O)C3)cc1 (stereo not drawn)	-3.8	-8	1	2.3	0.9	1.1	9	0	3	-0.2	0
S=C(N/N=C/c1ccc2ncccc2c1)Nc1cccnc1	-0.1	5	1	0.2	0.8	0.9	18	5	-12	-0.5	-1
Cc1ccc(S(=O)(=O)n2cnc3ccccc32)cc1	0.8	x	1.2	0.5	1	1.2	3	-2	4	-0.4	8
CC(C)(C)c1cc(NC(=O)COC(=O)C2CC2)n(-c2ccccc2)n1	-0.1	-22	0.9	0.4	0.7	0.9	26	1	-2	-0.2	0
N#Cc1c(NC(=O)/C=C/c2ccco2)sc2c1CCCC2	0.2	29*	0.9	-0.4	0.9	0.8	15	-7	-1	1.8	-9
c1ccc(-n2c(-c3cccs3)nc3nc4ccccc4nc32)cc1	1.5	-7	1	1.2	0.8	0.9	15	-1	-3	-0.1	-29
COc1ccc(NC(=O)NC2CCN(C(C)C)CC2)c(OC)c1	0.3	x	0.9	0.1	0.9	0.9	14	1	-9	-0.3	1
O=C(Nc1ccc(OC(F)F)c(Cl)c1)[C@@H]1CCCN1C(=O)c1cccs1	-0.2	-13	1	0.9	0.9	0.9	13	4	18	-0.2	23
Fc1cccc(CSc2ccc(-c3ccco3)nn2)c1	0.1	4	1	6.0	0.9	0.9	7	4	-3	0.1	-7
COc1ccc(NC(=O)COC(=O)COc2ccc(Br)cc2)cc1	-0.4	6	0.9	1.9	0.9	1	7	-6	4	0.1	0
Cc1ccccc1N(CC(=O)NCc1ccco1)C(=O)CCC(=O)Nc1nccs1	-0.8	-3	1	8.3	0.9	1	10	10	-5	0.0	8
COc1ccc(N(C)S(=O)(=O)c2c(C)noc2C)c(OC)c1	0.0	6	0.9	1.8	0.8	0.9	17	-6	2	0.0	11
CCn1c(-c2nn(-c3ccc(C)cc3)ccc2=O)n[nH]c1=S	-0.1	-8	0.9	1.2	0.7	0.9	28	-2	-6	-0.3	5
CCn1c(O)c(C=NCCN2CCOCC2)sc1=S	-0.1	-29	1	2.4	1	1	-2	3	2	-0.3	-2
COc1cccc(NC(=O)Nc2nccc(C)n2)c1	0.7	-10	1	-0.3	1	0.9	4	-2	6	0.0	-5
O=C(N/N=C/c1cccnc1)c1ccc([N+](=O)[O-])cc1	-4.3	x	1	0.9	0.8	0.9	16	-5	-6	0.0	2
COc1ccc(/C=N/NS(C)(=O)=O)c(OC)c1	0.3	1	0.9	0.4	0.9	1	8	-6	0	-0.3	6
Cc1cccc(C(CC(=O)NCCc2ccccc2)c2ccccc2)c1O (stereo not drawn)	0.4	-8	0.9	1.4	0.9	0.9	15	24	-4	-0.1	4
CCOc1ccccc1NS(=O)(=O)c1c(C)noc1C	1.9	-10	0.5	0.2	0.9	0.9	15	6	9	-0.4	30
CCCCn1c(=S)[nH]c2ncccc2c1=O	1.6	-2	0.9	3.8	0.9	0.9	5	-1	1	-0.3	5
Cc1cc(C)c(S(=O)(=O)c2ccccc2)c(N(C)C)n1	-1.1	x	1	1.6	0.9	1	9	0	7	-0.3	-1
COc1cc2c3nnc(-c4ccc(F)cc4)c-3cn(Cc3ccc(F)cc3)c2cc1OC	-0.7	x	1.1	0.9	1.4	1	-37	97*	2	-0.1	3
Cc1cccn2c(CNCC3OCCc4ccccc43)c(C(=O)N3CCCCC3)nc12 (stereo not drawn)	-1.3	2	1	1.3	0.9	0.9	9	3	-11	1.1	2
O=C(Cc1c(O)c2ccccc2[nH]c1=O)OC1CCCCC1	1.3	2	0.9	1.2	0.8	1	16	-4	-1	0.4	4
CC(=O)Nc1nc(COc2ccccc2)cs1	-0.2	-21	0.9	2.1	0.9	0.9	8	-6	-6	0.3	12
O=c1cc[nH]c2cccc(Cc3ccccc3)c12	1.8	0	1	2.4	1	1.1	0	41	0	-0.5	-2
COC(=O)c1c(NC(=O)CC2Nc3cc(C)c(C)cc3NC2=O)sc(C)c1C (stereo not drawn)	0.7	-4	1.2	0.0	0.9	1.2	12	-5	1	-0.5	-13
Cc1nc2nc(-c3cccs3)cn2nc1C	2.1	29	1.7	0.3	0.7	1.5	33	0	21	0.4	4
CC(C)(C)n1nnnc1CN(Cc1cccnc1)Cc1ccccc1Cl	0.1	x	1	0.8	1	0.9	1	75*	9	-0.1	3
CC(C)CNC(=O)c1cc(-c2ccc(Br)cc2)on1	0.6	-5	1	-0.7	0.9	1	12	-6	-8	0.4	4
CCc1c(C)nc2nc(NC(C)=O)[nH]n2c1=O	0.4	x	1.1	-0.5	0.9	1	9	-4	14	-0.3	8
Cc1cccc(CN2C(=O)N/C(=C/c3ccc(C)s3)C2=O)c1	-18	x	1	3.6	1	1	-1	8	3	-0.3	1
CC1(C)CC(=O)C2=C(C1)N(c1cccnc1)C(N)=C(C#N)C2c1cccs1 (stereo not drawn)	-0.1	-5	0.5	-0.1	0.6	0.7	41	3	-2	-0.4	12
O=C(NCc1ccc(OC(F)(F)F)cc1)C12CN(Cc3ccccc3)CC1C(c1cccc([N+](=O)[O-])c1)=NO2 (stereo not drawn)	-3.0	x	1	-0.7	0.9	0.9	13	6	0	-0.1	2
COc1ccc(CCNC(=O)C2CCN(C(=O)NC3CCCCC3)CC2)cc1	1.0	x	1	2.0	1	1	1	-1	-4	-0.4	1
Cc1cc(C)c2c(=O)cc(C(F)F)oc2c1	0.2	x	0.9	0.6	0.9	1	6	-4	-10	-0.5	9
O=C(Cc1cccs1)Nc1nc(-c2ccccc2)cs1	1.8	-5	1	1.8	0.8	0.9	17	12	-5	0.2	-1
O=C(Nc1ccccc1F)c1ccc2nc(N3C(=O)CCC3=O)sc2c1	-0.1	x	0.9	4.9	0.8	1	19	-4	-2	0.0	2
CCc1ccc(NC(=O)COC(=O)/C=C/c2c(C)nn(C3CCS(=O)(=O)C3)c2Cl)cc1 (stereo not drawn)	-0.4	-5	1	2.7	0.9	1	15	6	6	-0.1	-4
CN(CCCN1CCOCC1)Cc1cn(C)nc1-c1ccccc1F	1.2	-6	0.8	0.4	0.8	0.8	23	-1	7	0.0	24
Cc1ccc(SCC(=O)N2CCCC2)cc1	-2.4	-18	0.9	1.3	0.9	1	8	-6	-1	0.2	3
COc1cc(OC)c(OC)cc1/C=C/c1cc(C(F)(F)F)[nH]c(=O)n1	-0.4	-18	x	2.5	x	x	x	10	-5	0.2	9
CCN(CC(N)=O)S(=O)(=O)c1ccc(F)cc1	0.4	-5	1.1	1.1	1.1	1	-12	-2	-11	0.2	2

(list continues)
molecule	DTT redox prof	S1P3 antagonist	PMI act satM6P	RAM inhibit	Diaphorase act	PMI activator	Diaph inh CS	Lmaj promast	TLR4 MyD88 comp	Hsp70 act	G6PDH counter
CCOC(=O)N1CCN(C(=O)c2ccc(NC(=O)c3ccc(C)cc3)cc2)CC1	0.0	18	1	0.3	1	1	-2	-6	-5	-0.4	-27
CNC(=S)NN(c1ccccc1)c1ccccc1	-4.2	x	1	0.1	0.9	1	12	-7	-4	-0.1	7
CC(NC(=O)Nc1ccc([N+](=O)[O-])cc1)C(c1cccs1)N1CCCC1 (stereo not drawn)	-0.2	-24	1	0.8	0.9	1	6	12	13	0.1	1
c1ccc(-n2ncc3c2ncn2cnnc32)cc1	1.0	-12	1	3.4	0.9	1	10	-1	-3	-0.3	-1
Cc1ccc(C(C(=O)NCc2ccco2)N(CC2CCCO2)C(=O)Cn2nnc3ccccc32)cc1 (stereo not drawn)	0.0	-19	1.1	2.2	1	1.1	1	-2	-18	-0.2	-3
Cc1ccc(O)c(C(CC(=O)N2CCCC2)c2ccccc2)c1 (stereo not drawn)	0.5	5	0.9	-1.1	1.1	1	-6	-3	-8	-0.6	-2
O=C(O)CCC(=O)N1c2ccccc2NC2=C(C(=O)CC(c3ccc(F)cc3)C2)C1c1ccc([N+](=O)[O-])o1 (stereo not drawn)	-0.6	-10	1	-0.5	1	1.1	-4	-3	5	-0.4	10
CN1C(=O)C2(NCCc3c2[nH]c2ccccc32)c2ccccc21 (stereo not drawn)	1.4	-8	1.1	-0.5	1	1.1	-1	-2	1	0.1	26
CCC/C(O)=C1\C(=O)CC(C)(C)CC1=Nc1ccccc1OC	x	7	0.9	0.8	0.8	0.9	22	x	x	x	16
O=C(NCc1ccc(Cl)cc1)C1CCN(c2cnccn2)CC1	-0.2	-10	1	0.6	1	1.1	0	3	3	0.1	6
